Compound activity from PubChem BioAssay.
GALK inhibitor: blocks human galactokinase activity | hit rate 0.007% among 270,000 | AID 1868 | Potency, µM (top dose mostly 57.5 µM), for inactives: top-dose activity change, negative = inhibition, actives largely listed as inhibitors | Purified GALK, Kinase-Glo residual ATP luminescence; also: potency is read from the fitted curve at half-maximal effect; % is scaled to controls: 0 for no effect and ±100 for the full control effect
Target sequence (P51570 whole entry, looked up): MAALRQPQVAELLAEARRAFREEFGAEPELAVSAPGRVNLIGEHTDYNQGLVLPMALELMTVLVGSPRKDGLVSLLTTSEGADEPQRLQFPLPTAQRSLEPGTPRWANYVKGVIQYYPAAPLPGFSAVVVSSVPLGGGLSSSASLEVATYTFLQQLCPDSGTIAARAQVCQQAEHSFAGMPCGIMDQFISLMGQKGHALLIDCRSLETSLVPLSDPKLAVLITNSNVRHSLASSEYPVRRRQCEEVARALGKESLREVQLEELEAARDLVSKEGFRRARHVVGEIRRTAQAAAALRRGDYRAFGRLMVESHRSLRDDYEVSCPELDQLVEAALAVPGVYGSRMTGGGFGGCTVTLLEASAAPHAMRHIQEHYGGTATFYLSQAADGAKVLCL
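GALK at 5 nM final was combined with compound, 35 uM ATP and 100 uM galactose in HEPES pH8.0 with MgCl2 and DTT. The reaction ran one hour at room temperature before luminescent ATP detection.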
TCR act: activates T cell receptor signaling | primary human leukocytes, anti-CD3, IL-2 HTRF, 48 h | Potency, µM (series often up to 9.22 µM), inactives show at the top dose activation of IL-2 secretion, usual class: activators | 330,000 tested, under 10 active; also: % of control where 0% means no effect
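1) Mix primary human leukocytes, a-CD3 beads and compound. 2) Incubate 48 hr. 3) Add HTRF IL-2 reagents (a-IL-2-K, a-IL-2-d2).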
Giardia kill: Giardia lamblia killing; Giardia lamblia trophozoite viability; activity change, % at 7.66 µM, hits read low; hit rate 0.15% among 340,000; AID 540267; in the data active = activity change below about -80%; inconclusive = between about -30% and that limit;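 also: parasites exposed to compound for two days anaerobically before the ATP read; % is scaled to controls: 0 for no effect and ±100 for the full control effect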
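Each well holds 100 Giardia trophozoites and compound. After two days (48 hrs) at 37 deg C in anaerobic conditions, ATP is quantified by luminescence.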
BCR signal inh: blocks chronic active B-cell receptor signaling; ABC-DLBCL IkBa-CBG/CBR reporter, luminescence ratio, 4 h; Potency, µM (doses to about 46.1 µM), inactives show at the top dose ratio change, negative = lower green/red ratio, usual class: inhibitors; hit rate 0.05% among 340,000; AID 493014; active = well fitted inhibition curve with a large enough effect in the signal ratio, with a control signal flat, not every such curve was filed as active; inconclusive = small, poorly fitted or top-dose-only effect, or effect the other way, or a change in a side signal; the % refers to the signal ratio;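 also: potency is read from the fitted curve at half-maximal effect; plate controls were basal doxycycline-induced cells for no effect and cells given 10 µM MG132 for full effect; MG132 reads +100%, hits lower the ratio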
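Doxycycline induced both beetle luciferases in TMD8 lymphoma cells; IKK-driven degradation limits the IkappaBalpha-fused green signal, while red luminescence normalises for cell number and nonspecific effects. Compounds tested up to 46 uM, 4 hrs.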
KCNH2 WT inh: KCNH2 (human, wildtype) channel inhibition; U2OS, BacMam KCNH2, thallium flux FluxOr; stronger effect = lower value; activity change, % at 1.84 µM; hit rate 0.37% among 340,000; AID 720551;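 active = maximum activity change below -70%; inconclusive = maximum activity change between -70% and -50%; inactive = maximum activity change above -50%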; also: % is scaled to controls: 0 for no effect and ±100 for the full control effect
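U2OS cells were transduced with wild-type KCNH2 virus (2.03 x 10^8 / mL) for 4 h at room temperature, then cultured overnight at 37 C. Thallium flux was read with FluxOr dye. Rate constants were normalized to DMSO controls.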
TSHR antagonist: blocks TSH signaling through the human TSH receptor | TSHR-expressing cells, TSH-stimulated cAMP HTRF, 2 h; stronger effect = lower value | hit rate 0.2% among 330,000 | activity change, negative = inhibition, % at 11.5 µM | AID 504810;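 active = activity change below a set negative limit, meaning inhibition stronger than a set level, cut at about -70% in these data; inconclusive = activity change between two set negative limits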; also: % is scaled to controls: 0 for no effect and ±100 for the full control effect
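TSHR-expressing cells, 200/well, pre-treated with compound, then stimulated with EC80 TSH (4nM final) for 2 hours at 37 deg C. cAMP measured by competitive HTRF: anti-cAMP cryptate antibody in lysis buffer plus cAMP-d2, read after 30 minutes at room temperature.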
AT treatment: potential ataxia-telangiectasia treatment | […] A-T fibroblasts, KAP-1 phosphorylation AlphaLISA; neocarzinostatin DNA damage 30 min before lysis | Potency, µM (top dose mostly 57.5 µM), for the others: top-dose activation, hits mostly activators | hit rate 0.19% among 320,000; also: potency is read from the fitted curve at half-maximal effect; % of control where 0% means no effect; nearly all actives have a fitted effect of over 45% in size
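hTERT-immortalized A-T patient fibroblasts ([…]), 500 cells/well in OPTI-MEM, 1% FBS, got compounds for 60 min, then NCS for 30 min at 37C. Lysates were then assayed for phospho-KAP-1 by AlphaLISA (anti-pKAP1 donor, anti-KAP1 acceptor beads), 6 hr at 25C.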
Tb PFK inh: inhibitors of T. brucei phosphofructokinase | hit rate 0.17% among 330,000 | T. brucei PFK, ADP-Glo luminescence | Potency, µM (top dose mostly 57.5 µM), without a hit: at the highest dose activity, negative = inhibition, hits mostly inhibitors | AID 485367;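 also: potency is read from the fitted curve at half-maximal effect; 0% = uninhibited 1x PFK enzyme wells and -100% = no-enzyme wells; nearly all actives have a fitted effect of over 60% in size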
Target sequence (O15648 whole entry, looked up): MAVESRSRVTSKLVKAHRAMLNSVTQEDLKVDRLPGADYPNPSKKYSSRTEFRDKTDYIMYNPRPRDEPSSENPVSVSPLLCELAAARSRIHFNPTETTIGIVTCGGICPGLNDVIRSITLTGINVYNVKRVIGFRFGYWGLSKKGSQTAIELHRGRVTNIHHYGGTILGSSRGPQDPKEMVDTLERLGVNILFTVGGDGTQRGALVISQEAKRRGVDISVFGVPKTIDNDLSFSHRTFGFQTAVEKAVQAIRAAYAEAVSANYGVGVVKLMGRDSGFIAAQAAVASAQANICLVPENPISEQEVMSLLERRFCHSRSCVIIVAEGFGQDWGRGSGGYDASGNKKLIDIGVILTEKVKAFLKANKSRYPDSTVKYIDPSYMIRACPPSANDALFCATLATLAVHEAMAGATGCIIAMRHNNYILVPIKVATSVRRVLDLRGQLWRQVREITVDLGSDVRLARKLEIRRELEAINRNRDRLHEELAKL
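ADP-Glo luminescence quantified ADP after 45 min at room temperature, with 1.25 nM T. brucei PFK, 0.1 mM ATP and 0.5 mM fructose-6-phosphate in pH 8.0 TEA buffer. qHTS titrations up to 57 µM; curves classified by quality.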
FBPA coupling cs: counter-screen for Giardia aldolase inhibitors: coupling enzyme system; coupling enzyme system counterscreen, AmpLite Red fluorescence; hit rate 0.67% among 290,000; activity change, negative = inhibition, % at 58.2 µM, hits read low; AID 2472; in the data active = activity change below about -30%; also: % is scaled to controls: 0 for no effect and ±100 for the full control effect
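Coupling enzymes only (glyceraldehyde-3-phosphate) + compound, at 57.5 uM final, 10 min RT; add substrate/coupling/AmpLite Red mix, 20 min RT; fluorescence ex 525/em 598 nm. Actives flag coupling-system interference.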
MLL CXXC-DNA inh: inhibitors of human MLL CXXC domain-DNA interaction | Q03164 | MLL-CXXC / FITC-HOXA9 DNA fluorescence polarization | Potency, µM (doses to about 115 µM), inactives show top-dose activity change, negative = inhibition, hits mostly inhibitors | hit rate 0.037% among 290,000 | AID 2662; active = well fitted inhibition curve with a large enough effect in the polarisation, with a control signal flat, not every such curve was filed as active; inconclusive = small, poorly fitted or top-dose-only effect, or effect the other way, or a change in a side signal; inactive = no such curve, though single readings can be large or run the other way; the % refers to the polarisation; also: potency is read from the fitted curve at half-maximal effect
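Steps: dispense CXXC domain solution (7 uM) → pin compounds or unlabeled HOX-A9 DNA control → 5 min ambient → add FLSN-HOX-A9 solution (50 nM) → spin → 30 min ambient → fluorescence polarization. Tris pH 7.5/NaCl/DTT/BSA buffer.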
Active calls of the source: *; ? = inconclusive; . = no result given; [ ] = another dose, or the depositor's remark. Unless noted, calls follow the shape of the dose curve; as a rule, active = well fitted curve in the direction sought with a large enough effect; inconclusive = small, poorly fitted or top-dose-only effect, or another doubt; inactive = no such curve, though single readings can be large; an effect the other way counts as inactive or inconclusive.

A first look:
SMILES	GALK inhibitor	TCR act	Giardia kill	BCR signal inh	KCNH2 WT inh	TSHR antagonist	AT treatment	Tb PFK inh	FBPA coupling cs	MLL CXXC-DNA inh
O=C(Nc1ccc(OC(F)(F)F)cc1)C1CC(=O)N(Cc2ccco2)C1 (configuration not stated)	.	1%	-1	-1%	-17	-2	-1%	1%	.	.
N#Cc1c(-c2ccccc2)cc(-c2ccc(O)cc2)nc1N	1%	1%	4	?	-7	3	-8%	0%	4	-12%

The whole of this part, previewed entries included:
SMILES	GALK inhibitor	TCR act	Giardia kill	BCR signal inh	KCNH2 WT inh	TSHR antagonist	AT treatment	Tb PFK inh	FBPA coupling cs	MLL CXXC-DNA inh
O=C(Nc1ccc(OC(F)(F)F)cc1)C1CC(=O)N(Cc2ccco2)C1 (configuration not stated)	.	1%	-1	-1%	-17	-2	-1%	1%	.	.
N#Cc1c(-c2ccccc2)cc(-c2ccc(O)cc2)nc1N	1%	1%	4	?	-7	3	-8%	0%	4	-12%
CCOC(=O)Cc1csc(SCC(=O)N(CC(C)C)c2c(N)n(Cc3ccccc3)c(=O)[nH]c2=O)n1	.	-6%	-6	?	0	7	-2%	-16%	.	.
O=C(NCc1ccccn1)c1ccc(NS(=O)(=O)c2cccc([N+](=O)[O-])c2)cc1	.	2%	-22	-1%	15	13	0%	-4%	.	.
Cc1cc(SCc2ccccc2C)nc(=O)[nH]1	-1%	-2%	-18	?	2	21	24%	0%	.	15%
O=C(CSc1ncnc2c(-c3ccc(Cl)cc3)nsc12)c1ccccc1	1%	-4%	1	0%	2	-28	-10%	4%	2	24%
[N-]=[N+]=N[C@@H](CCN1CC[C@H](O)CCC1=O)c1ccccc1	.	2%	-18	-1%	-16	65	13%	-1%	1	-5%
CCCOc1ccc(C(=O)NCC2OCCc3ccccc32)cc1OC (configuration not stated)	-1%	-2%	15	?	5	31	3%	-3%	0	5%
O=C(C1=C[C@H](c2ccc(C(F)(F)F)cc2)C[C@H](OCCCCO)O1)N1CCOCC1	1%	4%	-10	1%	22	-8	-8%	3%	2	28%
COc1ccc(Cn2c(C)c(C)c(C#N)c2NC(=O)Nc2cccc(C)c2)cc1	-1%	-5%	29	-2%	-10	7	8%	6%	6	4%
O=C(NCCS(=O)(=O)NC1CCCCC1)c1ccccc1	.	3%	-19	-3%	0	-4	-1%	-8%	.	.
COc1ccc(/C=N\NC(=O)c2cc(OCC(F)(F)F)ccc2OCC(F)(F)F)cc1	1%	5%	4	-1%	-5	-2	5%	0%	4	4%
CCCOC(=O)c1ccc(NC(=O)c2cc(Cl)ccc2OC)cc1	.	-4%	6	-9%	4	7	7%	3%	1	10%
CC(C)c1ccc2[nH]c(O)c(N=NC(=O)c3cccc(S(=O)(=O)N4CCCCC4)c3)c2c1	3%	2%[46.1 µM]	-11	-4%	-3	-17	-11%	1%	1	9%
CCC(C)(C)C1CCc2[nH]nc(C(=O)N/N=C(\C)c3ccco3)c2C1 (configuration not stated)	0%	-5%	0	-16%	-9	-7	?	1%	0	13%
CCC(=O)Nc1ccc(C(=O)Nc2cccnc2)cc1	0%	-1%	-7	?	-21	1	0%	-7%	-1	-2%
CCOc1cc2[nH]c(=S)n(Cc3ccc(C(=O)O)cc3)c(=O)c2cc1OCC	.	2%	37[activator]	0%	-4	-6	23%	-14%	9	12%
O=C(O)CCC(=O)Nc1ccc(Cc2ccc(NC(=O)CCC(=O)O)cc2)cc1	0%	6%	44[activator]	?	-5	-3	0%	3%	4	-13%
CCOC(=O)C(C)Oc1cccc2c(=O)n(CC(=O)NCc3ccccc3)ccc12 (configuration not stated)	0%	-3%	1	?	0	2	-6%	1%	3	4%
CC1CC(=O)c2c(cc3c(-c4c(O)cc(O)c5c(O)c6c(cc45)OC(C)CC6=O)c(O)cc(O)c3c2O)O1 (configuration not stated)	-15%	-6%	?	?	5	-43	-31%	-2%	-8	-20%
CCOC(=O)c1nnc(-c2ccccc2)nc1Oc1ccc(Cl)cc1	0%	3%	-2	?	19	-1	1%	-15%	5	0%
COc1ccc(NC(=O)CN(c2ccccc2)S(=O)(=O)N(C)C)cc1OC	0%	1%	-2	-13%	-18	18	.	?	0	-9%
O=C(CN1C(=O)C2C3C=CC(C3)C2C1=O)Nc1ccc2c(c1)OCCO2 (configuration not stated)	-1%	7%	-10	0%	3	0	-2%	2%	0	-3%
Cc1cccc2c(C(=O)Nc3ccc(Br)cc3)cc(-c3ccccn3)nc12	0%	-11%	16	1%	-2	4	-5%	-21%	2	-14%
Cc1c(Cl)cccc1NC(=S)N1CCOCC1	-1%	11%[46.1 µM]	8	-5%	11	1	-2%	-1%	0	-3%
COc1ccc(C(=O)CSc2nnc(NC(=O)C3CC(=O)N(c4cccc(OC)c4)C3)s2)cc1 (configuration not stated)	-1%	-5%[46.1 µM]	-2	4%	3	-8	1%	-1%	4	4%
N#Cc1ccc(OCC(=O)NNC(=O)C2CCCCC2)cc1	.	0%	-16	0%	0	.	-3%	-8%	.	.
O=C(CC1C(=O)OCN1C(=O)OCc1ccccc1)OCC(=O)c1ccccc1 (configuration not stated)	1%	3%	3	5%	-1	-3	-12%	-2%	2	-8%
COc1cccc(C=O)c1OC(=O)N1CCOCC1	-5%	2%	-1	5%	-7	10	-20%	1%	2	-6%
CCOC(=O)CCCCCC(=O)Nc1ccc2c(c1)CC(=O)N([C@@H](C)CO)C[C@H](C)[C@@H](CN(C)C(=O)Nc1ccc3c(c1)OCO3)O2	.	1%	6	-1%	0	17	-10%	-3%	.	.
Cc1cccc(N2C(=O)CC(Sc3nc(C)c4c(n3)CCCC4)C2=O)c1 (configuration not stated)	1%	-1%	40[activator]	5%	-20	-3	-1%	-9%	5	9%
Cc1ccc(OCC(=O)NCCCNC(=O)c2ccncc2)cc1	-2%	2%	-14	-13%	-2	-23	13%	0%	0	19%
Cc1[nH]c(=O)[nH]c(=O)c1S(=O)(=O)N(CC(C)C)CC(C)C	0%	-4%	7	-11%	-17	2	4%	9%	0	-2%
O=C(c1ccc2ccccc2c1)C1CCCN(C(=O)c2cccnc2)C1 (configuration not stated)	-2%	2%	-20	5%	20	-5	23%	0%	.	20%
Cc1cnc(C(=O)OCC(=O)c2ccc[nH]2)cn1	.	-3%	17	-5%	-1	5	-20%	?	.	.
O=C(COC(=O)c1ccc(Cl)c(S(=O)(=O)N2CCCCC2)c1)NCC1CCCCC1	.	11%	3	2%	7	-32	9%	-8%	.	.
CCOC(=O)CC(=O)CSc1nc(C)cc(C)c1C#N	0%	4%	4	0%	1	1	1%	8%	1	-2%
Cc1ccc(CN2CCN(/N=C/c3cccnc3)CC2)cc1	0%	2%[46.1 µM]	1	1%	-1	-2	0%	-5%	1	0%
NNC(=O)c1nn(-c2ccc(Cl)cc2)ccc1=O	4%	2%	-1	-1%	-15	10	1%	0%	4	-5%
Cc1ccc(NS(=O)(=O)c2csc(C(N)=O)c2)cc1C	.	-2%	5	2%	-1	-22	?	11%	1	21%
CCOC(=O)CNc1c(-c2ccc(O)cc2)nc2ccccn12	0%	3%	-8	?	10	-12	0%	0%	0	3%
CC(C)C/C=C1\CCc2c([nH]c3ccccc23)C1=O	2%	-3%	22	?	-17	2	0%	2%	-5	-6%
CC(=O)OCC1OC(OCc2cn(C[C@H]3CC[C@H](Cn4cc(COC5OC(COC(C)=O)C(OC(C)=O)C(OC(C)=O)C5OC(C)=O)nn4)O3)nn2)C(OC(C)=O)C(OC(C)=O)C1OC(C)=O (some centres not stated)	.	-2%	0	-11%	7	16	17%	-1%	0	11%
CN1C(=O)/C(=C\C(=O)c2cccs2)c2ccccc21	0%	-4%	-14	?	-8	-7	-1%	-19%	0	12%
Cc1ccc(Nc2nc(-c3ccncc3)nc3ccccc23)cc1	.	5%	-1	-18%	-1	9	3%	3%	1	9%
Oc1ccc(/C=N/Nc2ncc(Br)cn2)c(O)c1	.	-2%[46.1 µM]	24	?	11	11	2%	-2%	3	14%
CC(C)(C)c1ccc(-c2nnc(SCCN3C(=O)c4ccccc4C3=O)o2)cc1	-2%	3%	-7	5%	-8	-17	2%	-3%	1	-2%
CC(=O)Nc1ccc(S(=O)(=O)NC2(C(F)(F)F)C(=O)Nc3c2c(=O)[nH]c(=O)n3Cc2cccnc2)cc1 (configuration not stated)	4%	0%	25	-1%	0	0	2%	-4%	2	-8%
Cc1nnc(SCC(=O)NCCOc2ccc(Cl)cc2)n1-c1ccccc1	1%	3%	-13	-2%	4	.	?	1%	0	15%
CC(NC1c2ccccc2-c2ccccc21)c1ccccc1 (configuration not stated)	2%	2%	23	8%	-4	-17	?	10%	0	25%
Cn1cc(/C=C2\SC(=S)N(NC(=O)c3cccc(Cl)c3)C2=O)c2ccccc21	-1%	1%	-16	-7%	-22	-13	-7%	2%	-3	?
